Assay outcomes: PubChem BioAssay, Broad Institute
ERAP1 inh = human ERAP1 aminopeptidase inhibitors, primary screen, biochemical, single point, plate reader; AID 652197, 2013; hit rate 0.15% among 340,000; Endoplasmic reticulum aminopeptidase 1 (Homo sapiens), Q9NZ08; recombinant ERAP1, Leu-AMC fluorescence, 60 min; inhibition, % at 10.7 µM;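 active = mean replicate inhibition of at least 30%, or all replicates individually reaching that 30% level; inactive = mean below 30% and not every replicate reaching it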;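 also: 0% = neutral control wells and 100% = L-leucinethiol positive control wells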
PGC1a acetyl inh = inhibitors of PGC1a acetylation signal, primary screen, cell-based, U2OS, AlphaScreen, inhibitor mode | AlphaScreen anti-acetyl-lysine; with virally co-expressed GCN5 acetyltransferase | inhibition, % at 15.6 µM | hit rate 0.17% among 350,000;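 active = every replicate shows inhibition of at least 40%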;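 also: 0% = neutral control wells and 100% = positive control wells; some results beyond the cut were filed as inactive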
RAD52 anneal inh = RAD52 DNA annealing inhibitors, primary screen, biochemical, FRET, single point, set 2; recombinant RAD52 DNA annealing, FRET fluorescence; inhibition, % at 18.7 µM; hit rate 0.46% among 360,000; AID 651710, 2012;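 active = every replicate showing at least 50% inhibition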
Target sequence (P43351 whole entry, looked up): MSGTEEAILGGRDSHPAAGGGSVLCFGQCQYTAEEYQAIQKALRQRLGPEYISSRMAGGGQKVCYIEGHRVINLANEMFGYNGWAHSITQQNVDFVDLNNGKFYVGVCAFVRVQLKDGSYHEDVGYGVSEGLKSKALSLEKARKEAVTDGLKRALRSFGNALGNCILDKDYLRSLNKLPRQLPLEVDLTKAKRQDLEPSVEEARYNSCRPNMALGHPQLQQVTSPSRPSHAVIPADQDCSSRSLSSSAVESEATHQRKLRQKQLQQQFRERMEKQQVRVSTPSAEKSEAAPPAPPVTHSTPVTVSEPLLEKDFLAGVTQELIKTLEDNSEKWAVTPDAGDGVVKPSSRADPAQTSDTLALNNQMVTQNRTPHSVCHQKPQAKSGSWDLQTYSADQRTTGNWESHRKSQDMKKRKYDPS
RAD54 inh = inhibitors of human RAD54 branch migration, primary screen, biochemical, fluorescence, single point | DNA repair and recombination protein RAD54-like (Homo sapiens), Q92698 | RAD54 Holliday junction branch migration, FAM/BHQ fluorescence | inhibition, % at 10.4 µM | hit rate 0.14% among 360,000 | AID 602329, 2012;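 active = mean normalized replicate activity at least 40 and at least half of replicates scoring 40 or more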;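 also: 0% = median of neutral control wells and 100% = median of positive control wells; inhibitors cause a drop in the FAM fluorescence signal; in these data hits start at about 50%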
E-selectin induc = E-selectin induction in HUVECs, primary screen, imaging, HUVEC, immunofluorescence imaging, single point | P16581 | hit rate 0.37% among 260,000 | activation, % at 7.58 µM | normalized: neutral wells 0, TNF-alpha wells 100;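 active = mean E-selectin-positive cell signal at least 10% of the positive control, reached in at least 60% of replicates, without over 20% cell loss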;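 also: in these data hits start at about 27%; measured in HUVEC primary endothelial cells; signal is the percent of cells scored E-selectin positive by PE staining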
Target sequence (P16581 whole entry, looked up): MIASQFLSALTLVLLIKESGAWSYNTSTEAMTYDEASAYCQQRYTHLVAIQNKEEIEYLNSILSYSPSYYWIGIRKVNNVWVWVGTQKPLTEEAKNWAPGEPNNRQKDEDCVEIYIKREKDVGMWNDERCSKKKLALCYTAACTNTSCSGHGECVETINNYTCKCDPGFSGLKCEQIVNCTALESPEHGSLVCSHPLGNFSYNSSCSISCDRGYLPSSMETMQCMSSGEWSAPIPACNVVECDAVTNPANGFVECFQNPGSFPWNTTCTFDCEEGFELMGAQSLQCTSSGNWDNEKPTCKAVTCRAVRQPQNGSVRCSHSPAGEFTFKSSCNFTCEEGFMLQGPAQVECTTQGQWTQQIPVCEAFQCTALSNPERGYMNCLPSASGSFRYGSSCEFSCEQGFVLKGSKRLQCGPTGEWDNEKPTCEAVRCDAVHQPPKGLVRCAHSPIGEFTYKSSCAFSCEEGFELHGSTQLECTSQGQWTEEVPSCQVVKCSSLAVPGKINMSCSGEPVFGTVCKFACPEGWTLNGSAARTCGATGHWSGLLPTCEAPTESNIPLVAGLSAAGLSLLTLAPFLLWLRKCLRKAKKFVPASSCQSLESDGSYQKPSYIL
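System: HUVEC / Compound: single concentration / Signal: immunofluorescence imaging / Read-out: percent E-selectin-positive cells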
PglD inh = C. jejuni PglD acetyltransferase inhibitors, primary screen, biochemical, DTNB colorimetric, single point | UDP-N-acetylbacillosamine N-acetyltransferase PglD (Campylobacter jejuni) | purified PglD enzyme, DTNB colorimetric CoA detection | inhibition, % at 12.5 µM | hit rate 0.098% among 360,000 | AID 602405, 2012; in the data active = inhibition above about 16%, passing the limit was not always enough; also: strong numbers were not always called active
miR122 inh = miR-122 Renilla sensor signal increase in Huh7, primary screen, miR-122 inhibitor project, cell-based, single point, plate reader. Huh7 miR-122 Renilla luciferase sensor, 48 h; neutral wells = 0, positive control = 100. hit rate 0.3% among 340,000. activation (reporter increase), % at 12.5 µM;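 active = mean replicate activation score at least 90 and every replicate individually at or above 90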;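 also: higher luciferase means less miR-122 activity so hits act as miR-122 inhibitors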
Cneo AK release = Cryptococcus neoformans cell lysis inducers, primary screen, AK release luminescence, single concentration. lysis activity, % at 15 µM. hit rate 0.2% among 360,000. C. neoformans lysis, adenylate kinase release luminescence, 4 h; normalised: neutral wells 0, clomiphene wells 100;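 active = mean lysis activity across replicates of at least 80%, whatever share of replicates individually reach that level; inactive = mean lysis activity below 80%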
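Assay system: log-phase C. neoformans yeast / Quantity: yeast cell density of 5 × 10^6 cells/mL / Medium: fresh YPD growth medium / Compound: single dose / Timing: static 4 h at 37 °C with compound, 1 h detection / Measured by: adenylate kinase release luminescence / Read-out: lysis from increased AK signal / Benchmarks: Clomiphene as positive lysis control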
An asterisk follows results filed as active; . = no result given; & = joins results of further samples; [ ] = dose if it differs, or a comment. Random draw from the library. Share with any hit: about 1.4%.

# | compound | ERAP1 inh | PGC1a acetyl inh | RAD52 anneal inh | RAD54 inh | E-selectin induc | PglD inh | miR122 inh | Cneo AK release
1 | O=C(CN(Cc1ccccc1)C(=O)CCC(=O)Nc1nccs1)NCC1CCCO1 (stereo not given) | -3 | . | -11 | -3 | 0.5 | 6 | . | 3
2 | O=C(CSc1nnc(-c2ccccn2)n1Cc1ccccc1)NC1CCCC1 | . | -13 | . | -3 | . | 2 | -1 | 0
3 | Cc1nn(CC(=O)NCCN2CCOCC2)c(=O)c2ccccc12 | . | -6 | . | 1 | . | -2 | -4 | -2
4 | CCN(CC)C(=O)CSc1nnc(CCNC(=O)OC(C)(C)C)o1 | . | . | . | -2 | . | -8 | -13 | 0
5 | NS(=O)(=O)c1cccc(NC(=O)CCCC2CCCCC2)c1 | -3 | 11 | -10 | 6 | . | . | 4 | 0
6 | CC/C(=N\NC(=O)Nc1ccccc1)c1ccccc1 | . | -4 | . | 0 | 1.1 | -1 | -3 | 1
7 | C[C@@H]1CCCCO[C@@H](CN(C)CC2CCCCC2)[C@@H](C)CN([C@@H](C)CO)C(=O)c2cc(NC(=O)Nc3ccc4c(c3)OCO4)ccc2O1 | -4 | 20 | 15 | -9 | -0.3 | -2 | -15[16.7 µM] | 3
8 | COCC(C)NS(=O)(=O)c1ccc(NC(=O)c2ccccn2)cc1 (stereo not given) | . | 4 | -2 | -1 | -0.1 | 6 | 7 | -2
9 | O=C(CN1C(=O)c2ccccc2S1(=O)=O)NCCc1ccccc1 | -1 | 11 | -14 | -2 | . | 1 | -5 | -5
10 | OCC(O)CSc1nc(-c2ccccc2)nc2c1CCC2 (stereo not given) | -2 | -3 | -9 | 6 | . | 5 | -4 | 1
11 | CC(C)NC(=O)N(C)C[C@@H]1OCCCC[C@@H](C)Oc2ccc(NS(=O)(=O)c3ccc(Cl)cc3)cc2C(=O)N([C@@H](C)CO)C[C@@H]1C | -10 | -4 | 12 | 8 | -0.2 | -3 | -2[16.7 µM] | -5
12 | Nc1cc(=O)[nH]c(SCC(=O)Nc2ccc([N+](=O)[O-])cc2)n1 | 0 | -4 | -8 | -7 | . | 8 | -2 | 0
13 | CCc1nc2nc(C)cc(Nc3cccc(C(F)(F)F)c3)n2n1 | . | 3 | . | 0 | . | -2 | 6 | -4
14 | CCOc1ccc(CCNC(=O)C2CCCN(S(=O)(=O)N3CCOCC3)C2)cc1OCC (stereo not given) | -3 | -15 | -13 | -14 | . | 7 | 1 | -1
15 | C[C@@H]1CCCCO[C@@H](CN(C)C(=O)CCC(F)(F)F)[C@H](C)CN([C@H](C)CO)C(=O)c2cc(NC(=O)c3ccncc3)ccc2O1 | 0 | -2 | 15 | . | -0.1 | . | . | .
16 | CC(C)(C)CN1C(=O)C(=O)NC[C@H]1Cc1ccc(O)cc1 | . | -8 | -2 | -5 | 0.7 | -3 | -2 | -4
17 | Cc1noc(C)c1S(=O)(=O)N(C)C[C@H]1OCCCC[C@H](C)Oc2ccc(NC(=O)Nc3ccccc3)cc2C(=O)N([C@H](C)CO)C[C@@H]1C | 1 | -2 | -3 | -4 | -0.3 | 0 | -1[16.7 µM] | 0
18 | CCOC(=O)C1=C(C)OC(N)=C(C(=O)OCC)C1c1ccncc1 (stereo not given) | . | -8 | . | -8 | . | -1 | -5 | -2
19 | CC(C)CNS(=O)(=O)c1ccc(C(=O)Nc2ccc3c(c2)OCO3)cc1 | 0 | -1 | -13 | 6 | 0.6 | -10 | 40 | 0
20 | C[C@H](CO)N1C[C@H](C)[C@@H](CN(C)CC2CC2)Oc2c(NS(C)(=O)=O)cccc2C1=O | -1&2 | 7&8 | 0&5 | 4&-7 | 1.8 | 0&-2 | 3&0[16.7 µM] | -2&13
21 | COc1cc2ncnc(NCc3ccc(F)cc3)c2cc1OC | -1 | . | -14 | -10 | -0.1 | 3 | -4 | 2
22 | COc1ccc(C(=O)N2CCOC2CNC(=O)C(=O)NCc2ccco2)cc1 (stereo not given) | 15 | 1 | -4 | . | -0.1 | . | -6 | .
23 | C[C@@H]1CN([C@H](C)CO)C(=O)Cc2cc(NC(=O)Cn3cnnn3)ccc2O[C@H]1CN(C)S(=O)(=O)c1ccc(F)cc1 | 2 | 5 | -5 | 7 | 0.5 | -4 | 1[16.7 µM] | 2
24 | CO[C@@H]1CN(C)C(=O)c2ccc(NC(=O)C3CC3)cc2OC[C@H](C)N(CC2CCOCC2)C[C@H]1C | . | 7 | 4 | 4 | -0.2 | -1 | 6[16.7 µM] | -3
25 | Cn1cnc(S(=O)(=O)N[C@@H]2CC[C@H](CC(=O)NCC3CC3)O[C@@H]2CO)c1 | 1 | -2 | 2 | 2 | -0.4 | 0 | . | -3
26 | O=C(CCc1ccccc1)OCC(=O)c1ccc([N+](=O)[O-])cc1 | -3 | 8 | -6 | -10 | -3.4 | 4 | -3 | 0
27 | O=C(C[C@@H]1CC[C@@H](NC(=O)NC2CCCCC2)[C@H](CO)O1)NCc1ccc(F)cc1 | -2 | -8 | -11 | 9 | -0.1 | 0 | -4[16.7 µM] | -6
28 | COc1ccc(C(CNC(=O)C(Cc2ccccc2)NC(N)=O)N(C)C)cc1 (stereo not given) | 0 | -1 | -14 | -1 | -0.1 | -2 | -4 | 1
29 | Cc1ccc([C@@H]2[C@@H]3C(=O)N(c4ccccc4)C(=O)[C@@H]3[C@]3(C)C(=O)N(Cc4ccccc4)CC(=O)N23)o1 | 1 | 7 | -19 | 8 | -0.1 | -2 | -5 | 4
30 | CCN1C(=O)CC(N2CCC(c3nc4ccccc4[nH]3)CC2)C1=O (stereo not given) | 2 | 4 | 16 | -7 | 0.0 | -5 | -11 | -3

A portion from the list above, for reference:
# | compound | ERAP1 inh | PGC1a acetyl inh | RAD52 anneal inh | RAD54 inh | E-selectin induc | PglD inh | miR122 inh | Cneo AK release
16 | CC(C)(C)CN1C(=O)C(=O)NC[C@H]1Cc1ccc(O)cc1 | . | -8 | -2 | -5 | 0.7 | -3 | -2 | -4
17 | Cc1noc(C)c1S(=O)(=O)N(C)C[C@H]1OCCCC[C@H](C)Oc2ccc(NC(=O)Nc3ccccc3)cc2C(=O)N([C@H](C)CO)C[C@@H]1C | 1 | -2 | -3 | -4 | -0.3 | 0 | -1[16.7 µM] | 0
18 | CCOC(=O)C1=C(C)OC(N)=C(C(=O)OCC)C1c1ccncc1 (stereo not given) | . | -8 | . | -8 | . | -1 | -5 | -2
19 | CC(C)CNS(=O)(=O)c1ccc(C(=O)Nc2ccc3c(c2)OCO3)cc1 | 0 | -1 | -13 | 6 | 0.6 | -10 | 40 | 0
20 | C[C@H](CO)N1C[C@H](C)[C@@H](CN(C)CC2CC2)Oc2c(NS(C)(=O)=O)cccc2C1=O | -1&2 | 7&8 | 0&5 | 4&-7 | 1.8 | 0&-2 | 3&0[16.7 µM] | -2&13
21 | COc1cc2ncnc(NCc3ccc(F)cc3)c2cc1OC | -1 | . | -14 | -10 | -0.1 | 3 | -4 | 2
22 | COc1ccc(C(=O)N2CCOC2CNC(=O)C(=O)NCc2ccco2)cc1 (stereo not given) | 15 | 1 | -4 | . | -0.1 | . | -6 | .
23 | C[C@@H]1CN([C@H](C)CO)C(=O)Cc2cc(NC(=O)Cn3cnnn3)ccc2O[C@H]1CN(C)S(=O)(=O)c1ccc(F)cc1 | 2 | 5 | -5 | 7 | 0.5 | -4 | 1[16.7 µM] | 2

Remaining list, next part:
# | compound | ERAP1 inh | PGC1a acetyl inh | RAD52 anneal inh | RAD54 inh | E-selectin induc | PglD inh | miR122 inh | Cneo AK release
31 | O=C(NCCc1ccccc1)C1c2ccccc2C(=O)N1C1CC1 (stereo not given) | . | 3 | . | -11 | . | -2 | -2 | 3
32 | COc1ccc(CN(C)C[C@@H]2OCCCC[C@H](C)Oc3ccc(NS(=O)(=O)c4ccccc4)cc3C(=O)N([C@@H](C)CO)C[C@H]2C)cc1 | -1 | -2 | 14 | 3 | -0.3 | -1 | 1[16.7 µM] | 4
33 | O=C(Nc1ccccc1F)N1CC(=O)N2[C@H](CO)[C@H](c3ccc(-c4ccccc4)cc3)[C@@H]2C1 | -1 | 8 | -1 | . | 0.1 | . | . | .
34 | CCOc1ccccc1Nc1cc(C)nc2ccccc12 | -3 | 1 | 1 | 13 | -0.2 | -3 | 3 | -1
35 | CC(=O)Nc1ccc(C(=O)COC(=O)c2cc(C)oc2C)c(F)c1 | 4 | 4 | -354 | -11 | . | 6 | 4 | -4
36 | CCOc1ccccc1OC(=O)CN1C(=O)c2ccccc2C1=O | 1 | 3 | -5 | -4 | . | -3 | 1 | -1
37 | COC(=O)/C=c1\sc2n(c1=O)C(C)=CC(C)(C)N=2 | . | 5 | . | 5 | . | 7 | -5 | 0
38 | Cc1ccc(C#N)c(SCc2cccc(Br)c2)n1 | 3 | 5 | 0 | 6 | . | 0 | 0 | 4
39 | CCOC(=O)c1c(C)[nH]c(C)c1C(=O)COC(=O)c1nn(CC)c(=O)c2ccccc12 | 0 | 2 | -162 | 6 | 0.9 | 8 | -1 | 0
40 | C[C@H]1CN([C@@H](C)CO)C(=O)c2cc(C#Cc3ccccc3)cnc2O[C@@H]1CN(C)C(=O)c1ccccc1 | 1 | 8 | 8 | -8 | 0.0 | 2 | -7[16.7 µM] | 35
41 | CNC(=O)C[C@@H]1CC[C@@H]2[C@H](COc3ccc(NC(=O)c4ccccc4Cl)cc3C(=O)N2C)O1 | -1 | -2 | 1 | -3 | 0.0 | 4 | 3[16.7 µM] | -10
42 | COc1cc(/C=N/NC(=O)c2csc3c2CCCC3)ccc1OCCN1CCOCC1 | 1 | . | -7 | 9 | 0.3 | -3 | . | 2
43 | O=C(C1=C[C@H](c2ccccc2)C[C@H](OCCCCO)O1)N1CCOCC1 | 5 | -6 | -19 | 6 | -0.2 | 11 | 2 | 2
44 | Cc1cn([C@H]2C[C@H](O)[C@@H](/C=C/C(=O)NCCc3ccc(S(N)(=O)=O)cc3)O2)c(=O)[nH]c1=O | -1 | 11 | -16 | -10 | 0.2 | 0 | -3 | 3
45 | CC12CCC(C(=O)NCc3ccco3)(OC1=O)C2(C)C (stereo not given) | -1 | -4 | -4 | -6 | . | -1 | -3 | -1
46 | Cc1noc(C)c1S(=O)(=O)N(C)C[C@@H]1OCCCC[C@@H](C)Oc2ccc(NC(=O)Nc3ccccc3)cc2C(=O)N([C@@H](C)CO)C[C@H]1C | 1 | -3 | -3 | -3 | -0.2 | -1 | -7[16.7 µM] | -1
47 | COc1ccc(OC)c(CCNC(=O)Cn2nc(C)c3c(C)n(-c4ccccc4)nc3c2=O)c1 | -4 | 0 | -16 | -5 | -1.5 | -4 | -5 | -2
48 | COc1ccccc1CN1CCC(CNS(=O)(=O)c2cc(-c3onc(C)c3C)ccc2OC)CC1 | -1 | -10 | -5 | -2 | . | -3 | 3 | 2
49 | CCOc1ccc(NC(=O)CN2C(=O)NC3(CCCCCC3)C2=O)cc1 | -1 | 4 | -3 | -4 | 4.0 | -3 | 0 | -1
50 | CCOC(=O)c1sc(NC(=O)C2=COCCO2)c(C#N)c1C | 0 | . | -13 | 7 | -0.2 | 3 | . | -3
51 | COc1cc(/C=C2/C(=N)N3C=CSC3=NC2=O)ccc1OCCCOc1c(C)cccc1C | 3 | 2 | -20 | -10 | . | -7 | -2 | 0
52 | COC(=O)C[C@H](NC(=O)Cn1cnc2c(OCc3ccccc3)ncnc21)C(=O)OC | -1 | -8 | -4 | 0 | 0.0 | 3 | -4 | 0
